Screening data deposited in PubChem BioAssay by several laboratories.
TCR-CD3 inh = inhibitors of human TCR-CD3 interaction. inhibition, % at 9.4 µM. 360,000 compounds, 0.37% hits. AID 651800. TAMRA-labeled TCR probe fluorescence, biochemical; in the data active = inhibition above about 19%;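 also: recombinant mutant TCR 2C K166C tagged with TAMRA read by polarization; 0% = receptor in buffer alone and 100% = receptor with positive control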
ABHD4 inh = ABHD4 (mouse) inhibition, primary FP screen; Q8VD66; purified mABHD4, FP-Rh probe fluorescence polarization; inhibition, % at 8.92 µM; 370,000 compounds, 0.54% hits; AID 720543;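 active = inhibition exceeding the mean over every tested compound plus 3 SD, cut at about 30% in these data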;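 also: 0% = plate median of compound wells and 100% = S159A mutant with DMSO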
Target sequence (Q8VD66 whole entry, looked up): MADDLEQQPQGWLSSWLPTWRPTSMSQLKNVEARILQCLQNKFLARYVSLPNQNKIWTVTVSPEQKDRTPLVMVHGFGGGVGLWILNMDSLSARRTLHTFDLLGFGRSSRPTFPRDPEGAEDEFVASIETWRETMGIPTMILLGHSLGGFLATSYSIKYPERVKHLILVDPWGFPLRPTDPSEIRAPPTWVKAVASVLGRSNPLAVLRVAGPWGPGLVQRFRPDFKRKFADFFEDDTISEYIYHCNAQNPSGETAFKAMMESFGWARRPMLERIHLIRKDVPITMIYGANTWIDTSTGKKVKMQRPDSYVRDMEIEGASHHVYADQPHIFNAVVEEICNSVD
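Material: mouse ABHD4 enzyme, wild type; Benchmarks: S159A mutant high control, sample median low control; Buffer or medium: HEPES pH 7.0, NaCl, Pluronic buffer; Signal: fluorescence polarization; Read-out: percent inhibition of probe binding, normalized to plate controls; Timing: pre-incubation 45 min, probe exposure 60 min, at 25 °C; Dosing: 8.92 µM, single dose.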
HTRA1 inhibitor = blocks human HTRA1 serine peptidase | Q92743 | recombinant HTRA1, FP-rhodamine activity-based probe, fluorescence polarization | inhibition, % at 5.96 µM | 340,000 compounds, 0.5% hits | AID 504803; in the data active = inhibition above about 36%;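 also: 0% = enzyme with DMSO and 100% = wells lacking enzyme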
NR1D1 modulator = modulates human Rev-erb alpha binding to DNA; Rev-erbα–FITC-DNA binding, fluorescence polarization, 90 min; activity, % at 10 µM; 370,000 compounds, 0.79% hits; AID 1259318;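 active = activity above about 14%, limit read from the data; passing the limit was not always enough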;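 also: 0% = DMSO wells with 35 nM protein and 100% = DMSO wells with 750 nM protein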
UHRF1 binding = human UHRF1 methylated DNA binding inhibitors. 370,000 compounds, 0.75% hits. AID 687016. inhibition, % at 4.4 µM. UHRF1 binding to methylated oligo, TR-FRET; in the data active = inhibition above about 21%;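 also: UHRF1 SRA domain binding a hemimethylated CpG hairpin DNA probe; 0% = median of test compound wells and 100% = reference inhibitor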
Target sequence (Q96T88 whole entry, looked up, the tested form may be a part): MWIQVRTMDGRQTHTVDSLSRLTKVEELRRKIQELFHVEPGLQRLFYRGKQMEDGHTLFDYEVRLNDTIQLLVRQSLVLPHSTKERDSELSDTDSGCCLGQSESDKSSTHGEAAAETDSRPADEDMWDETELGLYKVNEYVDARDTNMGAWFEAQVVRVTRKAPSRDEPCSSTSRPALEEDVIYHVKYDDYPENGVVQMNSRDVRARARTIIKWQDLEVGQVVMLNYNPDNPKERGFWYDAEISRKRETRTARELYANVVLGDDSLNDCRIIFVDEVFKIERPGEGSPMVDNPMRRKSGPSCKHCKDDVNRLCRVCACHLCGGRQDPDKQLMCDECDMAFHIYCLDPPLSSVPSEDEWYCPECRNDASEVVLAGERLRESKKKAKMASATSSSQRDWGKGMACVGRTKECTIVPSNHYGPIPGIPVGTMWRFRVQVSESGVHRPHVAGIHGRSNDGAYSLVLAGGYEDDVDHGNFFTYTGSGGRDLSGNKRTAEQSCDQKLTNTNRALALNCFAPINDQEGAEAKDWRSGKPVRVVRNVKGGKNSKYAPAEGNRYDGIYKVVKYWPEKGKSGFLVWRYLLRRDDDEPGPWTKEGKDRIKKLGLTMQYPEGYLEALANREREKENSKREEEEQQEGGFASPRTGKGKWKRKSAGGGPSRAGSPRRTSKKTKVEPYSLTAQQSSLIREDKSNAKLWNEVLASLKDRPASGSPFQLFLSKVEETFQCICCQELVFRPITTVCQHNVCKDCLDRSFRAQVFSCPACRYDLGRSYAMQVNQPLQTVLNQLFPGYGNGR
MBD2 inh = MBD2-methylated oligo binding inhibition; 370,000 compounds, 0.31% hits; inhibition, % at 4.4 µM; TR-FRET, MBD2 binding to methylated oligonucleotide; AID 686964; in the data active = inhibition above about 13%
PRMT1 FP inh = inhibitors of human PRMT1. Q99873. recombinant PRMT1, activity-based probe fluorescence polarization. inhibition, % at 2.79 µM. 370,000 compounds, 1.3% hits. AID 652257;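 active = inhibition above about 21% made by adding two undisclosed values, limit read from the data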
LEDGF integ inh = blocks HIV-1 LEDGF/p75-dependent DNA integration; TR-FRET IN-LEDGF/p75 DNA integration, Eu/Cy5; inhibition, % at 3.7 µM; 370,000 compounds, 0.64% hits;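 active = inhibition above the screen-wide mean plus 3 SD, cut at about 13% in these data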;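 also: signal is the Cy5 over europium emission ratio at 671 and 618 nm; 0% = plate median of compound wells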
PG9 binder = PG9 antibody binding by small molecule; TR-FRET gp120-PG9 antibody binding; inhibition, % at 6.7 µM; 360,000 compounds, 0.43% hits; in the data active = inhibition above about 8.5%
rCAG binder = binds r(CAG) RNA repeats; inhibition, % at 3 µM; r(CAG) RNA repeat, TO-PRO-1 dye displacement fluorescence; 370,000 compounds, 1.3% hits; AID 651821;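 active = inhibition above the plate cutoff, the mean of all test compounds on that plate plus 3 SD, cut at about 35% in these data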;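 also: 0% = DMSO alone and 100% = 100 µM mitoxantrone as full dye displacement; higher means more dye released from RNA so lower well fluorescence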
Numbers without * were called inactive; . = no result given.

SMILES | TCR-CD3 inh | ABHD4 inh | HTRA1 inhibitor | NR1D1 modulator | UHRF1 binding | MBD2 inh | PRMT1 FP inh | LEDGF integ inh | PG9 binder | rCAG binder
COC(=O)c1ccc(C2C(C(=O)Nc3ccccc3C)=C(C)Nc3ncnn32)cc1 (stereo not given) | 7 | 1 | -1 | -4 | -1 | 1 | -2 | -2 | -1.1 | 1
O=C1OC(Nc2ncccn2)c2ccccc21 (stereo not given) | 6 | -3 | 2 | 0 | -5 | -4 | -3 | 0 | -2.5 | 1
COc1cc(CNCCNC(=O)c2cccs2)cc(OC)c1OC | 0 | 11 | -2 | -2 | 5 | 0 | -3 | 0 | -1.6 | -1
COc1cccc(NC(=O)Nc2ccncc2)c1 | -1 | -6 | 3 | 0 | -4 | -7 | 2 | -1 | -2.7 | 2
O=C(c1cccs1)N1CCc2ccccc21 | 10 | -5 | -1 | -1 | -4 | -1 | -2 | 3 | -2.5 | 0
COc1ccccc1NC(=O)CC(NCCN(C)C)C(=O)O (stereo not given) | 4 | -2 | 4 | -3 | 1 | -2 | -1 | -2 | -0.2 | 1
CCOC(=O)c1ccccc1NC(=O)c1cccnc1 | 6 | 7 | 3 | 2 | 1 | -2 | 1 | 0 | 1.1 | -3
CC(C)C(NC(=O)c1ccc([N+](=O)[O-])cc1Cl)C(=O)N1CCCC1 (stereo not given) | -2 | 3 | 2 | 3 | 2 | 1 | 1 | -8 | -2.0 | -3
COc1ccc(CCC(=O)NNC(=O)c2cccs2)cc1 | -6 | 2 | 9 | 2 | -4 | -5 | -1 | -3 | 2.7 | -1
CCOC(=O)c1cc(=O)n2c(nc3ccccc32)[nH]1 | 2 | -2 | -1 | -2 | 0 | 2 | -3 | -3 | 0.7 | 1
CCOc1cc(-c2noc(CCCC(=O)NC3CCCCC3)n2)ccc1OC | -4 | -1 | 4 | 5 | 1 | 20* | 2 | 2 | 1.8 | -4
CC(C)CN1CCC(C(=O)N2CCN(c3ccccc3F)CC2)CC1 | -2 | 5 | 7 | 0 | 1 | 1 | 3 | -3 | -1.6 | -2
Cc1c(C#N)c(N=CN(C)C)c(C(=O)c2ccccc2)n1-c1ccc(Br)cc1 | -3 | -2 | -7 | -4 | 2 | -1 | -1 | 0 | -2.5 | -3
CCOC(=O)C1C(=O)CC(C)(O)C(C(=O)OCC)C1c1ccc(SC)cc1 (stereo not given) | 0 | 4 | -2 | -4 | 4 | 6 | 2 | 0 | -0.4 | -6
COc1cc(C(CC(=O)Nc2ccccn2)N2Cc3ccccc3C2=O)cc(OC)c1OC (stereo not given) | 5 | 0 | 7 | 3 | 0 | -3 | -3 | 7 | -1.0 | -6
Cn1c(SCc2nc(-c3cccs3)no2)nnc1C1CCCCC1 | -8 | -3 | 2 | 6 | 4 | 2 | 1 | -1 | -0.9 | -1
C=C(C)c1cccc(C(C)(C)NC(=O)N2CCC(C)CC2)c1 | -1 | 4 | -1 | 6 | 0 | -2 | -2 | 4 | -1.4 | -7
Cc1nc(SCC(=O)Nc2ccc(Cl)cc2[N+](=O)[O-])nc(C)c1C | -2 | -2 | -5 | 0 | 15 | 4 | 12 | 4 | -1.6 | -3
O=C(COC(=O)CSCC(=O)N1CCCCC1)NCc1ccc(F)cc1 | -8 | 9 | 6 | -4 | 3 | 6 | 4 | 0 | 2.5 | -1
Cc1ccc(-c2nnc(Nc3ccc(CC(N)=O)cc3)c3ccccc23)cc1 | 3 | -16 | -13 | 0 | -1 | -8 | -4 | -3 | 3.9 | -3
c1ccc(C2=Nn3c(nnc3-c3cc(-c4ccccc4)n[nH]3)SC2)cc1 | -3 | -1 | -58 | 6 | 0 | -4 | -2 | -2 | -2.0 | 2
CCOC(=O)c1c(C)[nH]c(C(=O)OCC(=O)NCc2ccc(C)cc2)c1C | -1 | -1 | -4 | 2 | 1 | -5 | 4 | -1 | 0.6 | -1
CCOc1ccccc1NC(=O)c1cnccn1 | -5 | -3 | -2 | -4 | -1 | 1 | -8 | 1 | -2.5 | -4
O=C1CC(=C2c3ccccc3-c3ccccc32)C(=O)N1CCN1CCN(c2ccccc2)CC1 | -5 | 5 | -2 | -1 | 1 | -1 | 0 | -1 | 0.4 | 14
CC(C)(C)c1ccc(C(=O)NC(Cc2ccccc2)C(=O)O)cc1 (stereo not given) | 5 | 3 | 1 | 2 | 1 | -1 | -1 | 3 | 0.0 | 11

In a second layout: results already given
| Molecule | TCR-CD3 inh | ABHD4 inh | HTRA1 inhibitor | NR1D1 modulator | UHRF1 binding | MBD2 inh | PRMT1 FP inh | LEDGF integ inh | PG9 binder | rCAG binder |
| --- | --- | --- | --- | --- | --- | --- | --- | --- | --- | --- |
| CCOC(=O)c1ccccc1NC(=O)c1cccnc1 | 6 | 7 | 3 | 2 | 1 | -2 | 1 | 0 | 1.1 | -3 |
| CC(C)C(NC(=O)c1ccc([N+](=O)[O-])cc1Cl)C(=O)N1CCCC1 (stereo not given) | -2 | 3 | 2 | 3 | 2 | 1 | 1 | -8 | -2.0 | -3 |
| COc1ccc(CCC(=O)NNC(=O)c2cccs2)cc1 | -6 | 2 | 9 | 2 | -4 | -5 | -1 | -3 | 2.7 | -1 |
| CCOC(=O)c1cc(=O)n2c(nc3ccccc32)[nH]1 | 2 | -2 | -1 | -2 | 0 | 2 | -3 | -3 | 0.7 | 1 |

Next compounds
SMILES | TCR-CD3 inh | ABHD4 inh | HTRA1 inhibitor | NR1D1 modulator | UHRF1 binding | MBD2 inh | PRMT1 FP inh | LEDGF integ inh | PG9 binder | rCAG binder
Cc1ccc(S(=O)(=O)NCC(=O)OCCOc2ccccc2F)cc1 | -3 | 0 | -3 | -1 | -2 | 0 | -2 | -2 | 0.0 | 2
NNC(=O)CN1C(=O)Nc2ccc(Cl)cc2C1c1ccccc1 (stereo not given) | 0 | -9 | -73 | -4 | 1 | 1 | -6 | 6 | -0.3 | 1
Cc1ccc(SC[C@H](Cc2ccccc2)N2CCN(CCc3ccccc3)CCC2=O)cc1 | 7 | -3 | -11 | 1 | -4 | 3 | 1 | 1 | 0.3 | -3
CNC[C@H]1Oc2cc(Br)ccc2S(=O)(=O)N([C@H](C)CO)C[C@H]1C | -1 | 1 | 1 | -3 | -2 | -4 | -1 | 0 | -0.3 | 2
O=C(CSc1nnc(-c2ccco2)o1)Nc1ccccc1Cl | 4 | 8 | 4 | -1 | -1 | 1 | 1 | -3 | 0.7 | -1
Cc1cc(N(C)/N=C/c2ccccc2)nc(-c2ccccc2O)n1 | 5 | 1 | 0 | -2 | -1 | 0 | -1 | -1 | 0.6 | 2
Cc1c(NS(=O)(=O)c2cccc3nsnc23)c(=O)n(-c2ccccc2)n1C | 5 | 1 | 4 | 2 | -1 | -4 | 1 | 0 | 0.8 | 3
Cc1cc(=O)oc2c(CN(C)Cc3ccccc3)c(O)ccc12 | -2 | -14 | -1 | 1 | 6 | 1 | 3 | 1 | 2.7 | 0
O=C(CN1C(=O)c2ccccc2C1=O)N1CCN(c2ccccn2)CC1 | 2 | 3 | -5 | -8 | 9 | 3 | -4 | -1 | -0.6 | -4
COc1cc(/C=C2/SC(=S)N(CCC(=O)N3CCN(C)CC3)C2=O)cc(OC)c1OC | -53 | -110 | -3 | -6 | 9 | 0 | 7 | -2 | -5.2 | 6
C=CCNc1ncnc2c1ncn2C1OC(CO)C(O)C1O (stereo not given) | 0 | 3 | 3 | -3 | 1 | 1 | 0 | 3 | -1.0 | 0
CCCCn1nnnc1C(c1ccccc1)N1CCN(c2cccc(C(F)(F)F)n2)CC1 (stereo not given) | 8 | -17 | . | 6 | 1 | 4 | 2 | 8 | 0.6 | 1
CN(C)S(=O)(=O)N1CCN(c2ccc(Cl)cc2)CC1 | -2 | 0 | 0 | 2 | 3 | 1 | 3 | -8 | 0.9 | -4
COc1cccc(CN(C)C(=O)C2CSC3(C)CCC(=O)N23)c1OC (stereo not given) | 1 | 7 | 6 | -4 | 1 | -1 | 3 | -8 | 0.1 | -1
Cc1ccc(NC(=O)C2Cc3ccccc3CN2C(=O)c2ccccc2)cc1Cl (stereo not given) | 1 | -8 | -38 | -3 | 11 | 5 | 2 | 1 | -1.3 | 4
CC(C)(C)CC(=O)Nc1cccc(-c2cn3cccnc3n2)c1 | -10 | -4 | 2 | 6 | -3 | -6 | 1 | 1 | 2.5 | -2
COc1ccc(CN2C(=O)[C@]3(NCCc4c3[nH]c3ccc(OC)cc43)c3cc(F)ccc32)cc1 | . | 1 | . | -6 | 1 | 6 | -8 | 5 | . | 6
Cc1ccc(OCCn2nnc3ccccc32)cc1C | 8 | 2 | 6 | -2 | -1 | -7 | 1 | 6 | -0.1 | -4
C=CCN(CC=C)C(=O)CN1C(=O)NC(C)(c2ccc3cc(OC)ccc3c2)C1=O (stereo not given) | -1 | -12 | 2 | 6 | -2 | -4 | -2 | 6 | -0.5 | -8
O=C(O)Cc1cccc2c(=O)cc(-c3ccccc3)oc12 | -4 | 3 | . | -7 | -9 | 3 | 3 | -1 | 0.4 | 0
Cc1ccc(N/N=C/c2c(C)c(C#N)c(=O)n(C)c2O)cc1C | -10 | 12 | -2 | 2 | -7 | -2 | 14 | 2 | -2.1 | 17
O=C(CCCN1CCC(NC(=O)c2ccccc2)CC1)c1ccc(Cl)cc1 | 3 | -4 | 1 | -8 | 1 | -1 | -1 | 0 | -2.4 | -4
COc1cc(C2C(C#N)=C(N)Oc3cc(O)ccc32)cc2c1OCO2 (stereo not given) | 8 | 2 | 1 | -6 | -1 | -2 | 3 | -4 | -1.8 | 3
O=C(Nc1cccc(F)c1)Nc1ccnn1C1CCN(C(=O)c2cscn2)CC1 | 2 | -10 | -3 | 4 | 12 | 6 | 6 | -3 | -0.4 | -1
Cc1ccc(SCc2ccc(C(=O)N3CCCC3)cc2)cc1 | -6 | 1 | 0 | 1 | 1 | 0 | 1 | -3 | -0.2 | -7

Carrying on:
SMILES | TCR-CD3 inh | ABHD4 inh | HTRA1 inhibitor | NR1D1 modulator | UHRF1 binding | MBD2 inh | PRMT1 FP inh | LEDGF integ inh | PG9 binder | rCAG binder
CCCC(=O)NC(=S)Nc1cccc(C(C)=O)c1 | 6 | 2 | -5 | -5 | 4 | -4 | -1 | -1 | 0.0 | 1
Cc1ccc2nc(Cl)c(/C=N/NC(=O)CN3CCOCC3)cc2c1 | -7 | 7 | 2 | 6 | -5 | -4 | 0 | -5 | -1.3 | -6
CCS(=O)(=O)c1ncc(Cl)c(C(=O)Nc2ccccc2OC)n1 | 2 | 0 | 2 | -6 | -2 | 3 | 0 | -1 | 1.0 | 0
CN(C)C(/C=C/Nc1cccc([N+](=O)[O-])c1)=C(C#N)C#N | -1 | 7 | -1 | -6 | -3 | 1 | 3 | -3 | -1.9 | -2
COc1ccc(S(=O)(=O)NC(C)C(=O)Nc2cccc([N+](=O)[O-])c2)cc1 (stereo not given) | 3 | 4 | 0 | 3 | 0 | 2 | -1 | -2 | -1.2 | 3
Cc1nc(NC(=O)C2CC3CCCC(C2)C3=O)sc1C (stereo not given) | -6 | -4 | -3 | 3 | 4 | 3 | 7 | 1 | 0.3 | -8

Reformatted with two lines to a compound: part of the list above
Values run as follows: TCR-CD3 inh	ABHD4 inh	HTRA1 inhibitor	NR1D1 modulator	UHRF1 binding	MBD2 inh	PRMT1 FP inh	LEDGF integ inh	PG9 binder	rCAG binder
> c1ccc(C2=Nn3c(nnc3-c3cc(-c4ccccc4)n[nH]3)SC2)cc1
  -3	-1	-58	6	0	-4	-2	-2	-2.0	2
> CCOC(=O)c1c(C)[nH]c(C(=O)OCC(=O)NCc2ccc(C)cc2)c1C
  -1	-1	-4	2	1	-5	4	-1	0.6	-1
> CCOc1ccccc1NC(=O)c1cnccn1
  -5	-3	-2	-4	-1	1	-8	1	-2.5	-4

This is a subset. The share of hits here may be higher or lower than overall.
